Compound activity deposited in PubChem BioAssay by National Center for Advancing Translational Sciences (NCATS).
IL2 activator = qHTS of IL-2 Activators; activation, % (series mostly up to about 46 µM); actives 0.065% (n = 360,000); AID 652025, 2013; IL-2 activation reporter assay, cell-based qHTS; stimulated with anti-CD3/CD4/CD28 beads; in transgenic mouse T cells; in the data active = activation above about 50%; inconclusive = mostly about 30% to 49%; note: 0% is about no effect
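Readout: EGFP and DsRed signals by fluorescent plate cytometry. Unstimulated transgenic mouse T cells received compound 60 min before antibody-bead stimulation, then incubated 18 h at 37 degrees C.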
PI5P4K alpha inh = qHTS for Inhibitors of phosphatidylinositol 5-phosphate 4-kinase (PI5P4K); Phosphatidylinositol 5-phosphate 4-kinase type-2 alpha (Homo sapiens), P48426; PI5P4Kalpha enzyme, ADP-Glo luminescence, 60 min; active compounds read low; max response, %; actives 1.2% (n = 330,000); AID 652105, 2013; active = max response of -50% or lower; inconclusive = between -30% and -50%; inactive = -30% or higher; note: value at the top dose of about 77 µM; % is set by controls: 0 for no effect and ±100 for the full control effect
Target sequence (P48426 whole entry, looked up): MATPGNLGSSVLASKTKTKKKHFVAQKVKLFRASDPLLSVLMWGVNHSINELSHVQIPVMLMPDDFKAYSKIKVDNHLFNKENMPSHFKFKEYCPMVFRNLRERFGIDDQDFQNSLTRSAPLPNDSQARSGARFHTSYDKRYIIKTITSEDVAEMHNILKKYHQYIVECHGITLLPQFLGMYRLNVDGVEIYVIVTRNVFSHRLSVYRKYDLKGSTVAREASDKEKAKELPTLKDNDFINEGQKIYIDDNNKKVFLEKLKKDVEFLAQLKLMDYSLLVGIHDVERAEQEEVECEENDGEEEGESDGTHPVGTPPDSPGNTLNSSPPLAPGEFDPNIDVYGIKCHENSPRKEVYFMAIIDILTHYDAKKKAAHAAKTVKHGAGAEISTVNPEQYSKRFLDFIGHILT
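qHTS, 1536-well: enzyme/substrate mix, compound by pin tool, 5 microM ATP final; RT 60 min; ADP-Glo reagents 1 (45 min) then 2 (30 min); luminescence.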
PLK1 PBD block = qHTS for Inhibitors of PLK1-PDB (polo-like kinase 1 - polo-box domain): Primary Screen. Potency, µM, for inactives: max response, negative = inhibition, hits mostly inhibitors. actives 2.8% (n = 360,000). Plk1 PBD binding of FITC phosphopeptide, fluorescence polarization; note: potency is the fitted concentration of half-maximal effect; series mostly up to about 57 µM; % is set by controls: 0 for no effect and ±100 for the full control effect; nearly all actives have a fitted effect of over 65% in size
Target sequence (P53350 whole entry, looked up, the tested form may be a part): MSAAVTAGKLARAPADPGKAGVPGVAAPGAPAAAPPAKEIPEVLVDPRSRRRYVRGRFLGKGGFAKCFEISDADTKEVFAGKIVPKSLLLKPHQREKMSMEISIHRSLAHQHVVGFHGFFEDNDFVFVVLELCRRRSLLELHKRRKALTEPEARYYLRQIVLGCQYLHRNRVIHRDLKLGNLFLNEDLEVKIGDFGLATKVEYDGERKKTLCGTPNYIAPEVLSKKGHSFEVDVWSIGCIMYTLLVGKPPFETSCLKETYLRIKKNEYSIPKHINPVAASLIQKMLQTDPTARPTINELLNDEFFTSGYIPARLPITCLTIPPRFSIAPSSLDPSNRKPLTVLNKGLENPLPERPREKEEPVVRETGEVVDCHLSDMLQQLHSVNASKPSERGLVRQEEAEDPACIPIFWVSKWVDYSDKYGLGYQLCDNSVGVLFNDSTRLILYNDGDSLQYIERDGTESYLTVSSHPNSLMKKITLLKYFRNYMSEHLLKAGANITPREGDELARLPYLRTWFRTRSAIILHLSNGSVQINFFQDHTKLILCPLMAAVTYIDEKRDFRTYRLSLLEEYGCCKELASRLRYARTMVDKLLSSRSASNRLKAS
FUS yeast rescue = qHTS for Suppressors of FUS Proteinopathy: Primary screen using FUS-linked yeast assay | actives 0.24% (n = 390,000) | S. cerevisiae FUS-expressing, growth rescue, OD600, 24 h | Potency, µM (top dose mostly 76.6 µM), without a hit: top-dose growth rescue (activation), hits mostly activators;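 note: potency is the fitted concentration of half-maximal effect; plate controls were DMSO vehicle for no effect and reference control for full effect; nearly all actives have a fitted effect of over 55% in size; some results filed as inactive show a strong effect at the top dose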
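Compound concentration series was pinned onto galactose-induced FUS-expressing yeast seeded at OD 0.005. Plates sat 24hr at 30C; absorbance at 600 nm gave growth. DMSO served as background control.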
EPAC1 ag = qHTS for Agonist of cAMP-regulated guanine nucleotide exchange factor 3 (EPAC1): primary screen. Rap guanine nucleotide exchange factor 3 (Homo sapiens), O95398. EPAC1 agonist qHTS, biochemical assay; response scale: 100% = response to 6.5 mM cAMP. Potency, µM (top dose mostly 154 µM), without a hit: at the top dose activation, most hits filed as activators. actives 0.073% (n = 360,000). AID 720707, 2013; note: potency is the fitted concentration of half-maximal effect; nearly all actives have a fitted effect of over 60% in size
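Compounds were pinned as a concentration titration into mixtures of EPAC1 (100 nM), BODIPY-GDP-loaded Rap1B (250 nM) and GDP (50 uM). After 5 min at room temperature, fluorescence was followed for 30 min; activity was scaled to 6.5 mM cAMP.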
aSyn yeast inh = qHTS of alpha-syn Inhibitors | actives 0.14% (n = 370,000) | Yeast expressing alpha-synuclein, growth rescue, BacTiter-Glo, 24 h | Potency, µM (series often up to 46.1 µM), inactives show at the highest dose growth rescue (activation), actives largely listed as activators; note: potency is the fitted concentration of half-maximal effect; % of control where 0% means no effect; nearly all actives have a fitted effect of over 65% in size
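Galactose-induced alpha-syn yeast (OD600=0.02, raffinose-pregrown) + pinned cpd, 24 hr, 30 deg C; growth by BacTiter-Glo luminescence. Growth restoration scores as activation.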
Abeta rescue = qHTS for compounds that reverse cellular toxicity of Amyloid beta (A-beta) peptide in yeast: Primary Screen; yeast expressing A-beta42, growth rescue, OD600, 48 h; response scale: 0% DMSO, 100% iron-clioquinol control; Potency, µM (top dose mostly 46.1 µM), for inactives: at the highest dose growth rescue, hits mostly activators; actives 0.063% (n = 410,000); AID 1347071, 2019; note: potency is the fitted concentration of half-maximal effect; nearly all actives have a fitted effect of over 55% in size
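Yeast A-beta toxicity model in growth medium with pinned compounds, 48 h at 30 C; growth read as absorbance at 600 nm. Normalized to FeCl3/clioquinol equimolar mix (positive) and DMSO (negative).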
WRN inhibitor = qHTS for Inhibitors of WRN Helicase; Potency, µM (top dose mostly 114 µM), for the others: top-dose activity change, negative = inhibition, actives largely listed as inhibitors; WRN helicase unwinding, fluorescent forked duplex, kinetic; AID 651768, 2012; Bifunctional 3'-5' exonuclease/ATP-dependent helicase WRN (Homo sapiens), Q14191; actives 0.46% (n = 360,000); note: potency is the fitted concentration of half-maximal effect; % is set by controls: 0 for no effect and ±100 for the full control effect; nearly all actives have a fitted effect of over 55% in size
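Kinetic red-fluorescence monitoring (525/598 nm) tracks WRN helicase activity after 100 nM fluorophore-quencher forked duplex and 2 mM ATP are added to 20 nM enzyme pretreated 15 min at room temperature with compound.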
EPAC1 antagonist = qHTS for Antagonist of cAMP-regulated guanine nucleotide exchange factor 3 (EPAC1): primary screen. Rap guanine nucleotide exchange factor 3 (Homo sapiens), O95398. EPAC1 GEF assay, Rap1b-BODIPY-GDP exchange fluorescence. Potency, µM (doses to about 115 µM), inactives show at the highest dose activity change, negative = inhibition, usual class: inhibitors. actives 0.14% (n = 360,000);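 note: potency is the fitted concentration of half-maximal effect; plate controls were vehicle for no effect and positive control for full effect; nearly all actives have a fitted effect of over 50% in size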
Numbers without * were called inactive. Unless noted, calls come from the whole dose curve; as a rule, active = well fitted curve in the direction sought with a large enough effect; inconclusive = small, poorly fitted or top-dose-only effect, or another doubt; inactive = no such curve, though single readings can be large; an effect the other way counts as inactive or inconclusive.

`O=C(OCC(=O)N1CCN(C(=O)c2ccco2)CC1)c1cncc(Br)c1` gave IL2 activator -0.5, PI5P4K alpha inh 2, PLK1 PBD block -7%, FUS yeast rescue 0%, EPAC1 ag -10%, aSyn yeast inh 2%, Abeta rescue -8%, WRN inhibitor -7% and EPAC1 antagonist 4%.
O=C(CCNS(=O)(=O)c1ccc(OC(F)(F)F)cc1)N1CCCC1 was read as IL2 activator -0.6, PI5P4K alpha inh 6, PLK1 PBD block -1%, FUS yeast rescue 2%, EPAC1 ag -5%, aSyn yeast inh -1%, Abeta rescue -2%, WRN inhibitor -1% and EPAC1 antagonist 10%.
`Cc1ccc(N/N=C2/CCCNC2=O)cc1` gave IL2 activator -0.4, PI5P4K alpha inh 2, PLK1 PBD block -21%, FUS yeast rescue -14%, EPAC1 ag 5%, aSyn yeast inh 0%, Abeta rescue 19%, WRN inhibitor -2% and EPAC1 antagonist -14%.
O=C(Nc1nccs1)c1cc(-c2ccccc2)nn1-c1ccccc1 was read as IL2 activator -1.9, PI5P4K alpha inh 4, PLK1 PBD block -11%, EPAC1 ag 6%, aSyn yeast inh -8%, Abeta rescue -9%, WRN inhibitor 0% and EPAC1 antagonist 8%.
`CN(C(=O)COC(=O)c1cnc(Cl)c(Cl)c1)C1CCS(=O)(=O)C1` (stereo not drawn) gave IL2 activator -1.3, PI5P4K alpha inh -3, PLK1 PBD block -5%, FUS yeast rescue 8%, EPAC1 ag -10%, aSyn yeast inh -2%, Abeta rescue 1%, WRN inhibitor 2% and EPAC1 antagonist 3%.
Screening COCCN1CCN(C(=O)c2ccc3nc(Cc4ccc(OC)c(OC)c4)oc3c2)CC1 returned IL2 activator -1.0, PI5P4K alpha inh 2, PLK1 PBD block -23%, FUS yeast rescue 3%, EPAC1 ag -27%, aSyn yeast inh -3%, Abeta rescue -7%, WRN inhibitor -21% and EPAC1 antagonist -1%.
`COc1ccc(N2CCOCC2)c(NC(=O)c2cccs2)c1` gave IL2 activator -2.9, PI5P4K alpha inh 1, PLK1 PBD block -1%, FUS yeast rescue 4%, EPAC1 ag -10%, aSyn yeast inh -2%, Abeta rescue 1%, WRN inhibitor -4% and EPAC1 antagonist 5%.
For Cc1c(C(=O)NCc2ccccn2)oc2ccc(S(=O)(=O)N3CCOCC3)cc12 the results were IL2 activator -2.7, PI5P4K alpha inh 0, PLK1 PBD block -11%, FUS yeast rescue 1%, EPAC1 ag 7%, aSyn yeast inh 2%, Abeta rescue 3%, WRN inhibitor -4% and EPAC1 antagonist -16%.
`COc1ccc2oc(C(=O)OCC(=O)NCCN3C(=O)CSC3=O)c(C)c2c1` gave IL2 activator 0.0, PI5P4K alpha inh -10, PLK1 PBD block -1%, FUS yeast rescue 17%, EPAC1 ag 5%, aSyn yeast inh -2%, Abeta rescue -8%, WRN inhibitor 7% and EPAC1 antagonist 5%.
For CC(NC(=O)CNC(=O)c1sc2ccccc2c1Cl)c1cccnc1 (stereo not drawn) the results were IL2 activator -0.1, PI5P4K alpha inh 6, PLK1 PBD block 1%, FUS yeast rescue 12%, EPAC1 ag 5%, aSyn yeast inh 0%, Abeta rescue 5%, WRN inhibitor 5% and EPAC1 antagonist 10%.
Screening O=C1CC(N(CCc2ccccc2)C(=S)Nc2ccccc2)C(=O)N1c1ccccc1 (stereo not drawn) returned IL2 activator -0.7, PI5P4K alpha inh -5, PLK1 PBD block -5%, EPAC1 ag -14%, aSyn yeast inh 0%, Abeta rescue -14%, WRN inhibitor -6% and EPAC1 antagonist 6%.
Cc1cc(C)cc(NC(=O)CCN2CCCC2)c1 was read as IL2 activator -2.7, PI5P4K alpha inh -11, PLK1 PBD block 0%, FUS yeast rescue -22%, EPAC1 ag -11%, aSyn yeast inh -2%, Abeta rescue -2%, WRN inhibitor 10% and EPAC1 antagonist 0%.
For COC(=O)Nc1ccc(S(=O)(=O)N2CCCC(C(=O)N3CC(C)OC(C)C3)C2)cc1 (stereo not drawn) the results were IL2 activator 0.0, PI5P4K alpha inh 1, PLK1 PBD block -6%, FUS yeast rescue -17%, EPAC1 ag 1%, aSyn yeast inh -2%, Abeta rescue -9%, WRN inhibitor 0% and EPAC1 antagonist -10%.
Screening O=C(NCc1cccnc1)C1CC(=O)N(c2ccc(Cl)cc2)C1 (stereo not drawn) returned IL2 activator -0.1, PI5P4K alpha inh 0, PLK1 PBD block inconclusive, FUS yeast rescue 19%, EPAC1 ag -1%, aSyn yeast inh -12%, Abeta rescue -10%, WRN inhibitor -9% and EPAC1 antagonist -6%.
`COc1ccc(Cl)cc1C(=O)OCC(=O)Nc1cccnc1Cl` gave IL2 activator 1.3, PI5P4K alpha inh 2, PLK1 PBD block -14%, FUS yeast rescue 45%, EPAC1 ag -6%, aSyn yeast inh -3%, Abeta rescue -18%, WRN inhibitor -9% and EPAC1 antagonist -18%.
Cc1oc(-c2cccs2)cc1C(=O)N1CCCC(C)(C(=O)O)C1 (stereo not drawn) was read as IL2 activator 0.6, PI5P4K alpha inh 0, PLK1 PBD block -8%, FUS yeast rescue -11%, EPAC1 ag 1%, aSyn yeast inh -4%, Abeta rescue -19%, WRN inhibitor -5% and EPAC1 antagonist 0%.
For CC(C)(C)[C@H]1C=C(C(N)=O)O[C@@H](OCCCCO)C1 the results were IL2 activator -0.2, PI5P4K alpha inh -3, PLK1 PBD block 7%, FUS yeast rescue -12%, EPAC1 ag -10%, aSyn yeast inh 5%, Abeta rescue -16%, WRN inhibitor -6% and EPAC1 antagonist -1%.
Screening Cc1ccc(NC(=O)CN2C(=O)S/C(=C\c3ccccn3)C2=O)cc1C returned IL2 activator 2.2, PI5P4K alpha inh 3, PLK1 PBD block 1%, FUS yeast rescue -24%, EPAC1 ag -8%, aSyn yeast inh 4%, Abeta rescue -8%, WRN inhibitor 5% and EPAC1 antagonist 12%.
`CCOC(=O)CN1C(=O)N[C@@H](c2ccccc2)C(C(C)=O)=C1C` gave IL2 activator -0.1, PI5P4K alpha inh 0, PLK1 PBD block -4%, FUS yeast rescue -7%, EPAC1 ag 12%, aSyn yeast inh -8%, Abeta rescue 5%, WRN inhibitor -7% and EPAC1 antagonist 0%.
`CC1(Cc2ccccc2Cl)C(=O)Nc2c(Cl)cccc21` (stereo not drawn) gave IL2 activator -0.6, PI5P4K alpha inh -9, PLK1 PBD block 2%, FUS yeast rescue -1%, EPAC1 ag -1%, aSyn yeast inh 3.5µM*, Abeta rescue -11%, WRN inhibitor -3% and EPAC1 antagonist 8%.
`NC(=S)N/N=C/c1ccc(C(F)(F)F)cc1` gave IL2 activator 0.8, PI5P4K alpha inh -11, PLK1 PBD block 1%, EPAC1 ag -6%, aSyn yeast inh 1%, Abeta rescue -29%, WRN inhibitor -9% and EPAC1 antagonist 9%.
CC(=O)Nc1ccc(C(=O)OCC(=O)NCCC2=CCCCC2)cc1 was read as IL2 activator -1.1, PI5P4K alpha inh 6, PLK1 PBD block -3%, FUS yeast rescue 17%, EPAC1 ag -5%, aSyn yeast inh 1%, Abeta rescue 5%, WRN inhibitor 4% and EPAC1 antagonist 13%.
`O=C(Nc1ccccc1)Nc1nc2ccccc2s1` gave IL2 activator -1.9, PI5P4K alpha inh 6, PLK1 PBD block -2%, FUS yeast rescue -4%, EPAC1 ag 10%, aSyn yeast inh -1%, Abeta rescue -1%, WRN inhibitor -12% and EPAC1 antagonist -6%.
Screening C/C(=N\NC(=O)c1ccc(CN2CCOCC2)cc1)c1cccc([N+](=O)[O-])c1 returned IL2 activator 0.0, PI5P4K alpha inh 11, PLK1 PBD block inconclusive, FUS yeast rescue 3%, EPAC1 ag -2%, aSyn yeast inh -11%, Abeta rescue 9%, WRN inhibitor 3% and EPAC1 antagonist 0%.
COc1ccc(OCC(=O)NCCCCCCNC(=O)COc2ccc(OC)cc2)cc1 was read as IL2 activator -2.1, PI5P4K alpha inh 1, PLK1 PBD block -11%, FUS yeast rescue 13%, EPAC1 ag -6%, aSyn yeast inh -1%, Abeta rescue 4%, WRN inhibitor -5% and EPAC1 antagonist inconclusive.
`N#CCc1nc(-c2cc3ccccc3oc2=O)cs1` gave IL2 activator -2.1, PI5P4K alpha inh -11, PLK1 PBD block -18%, FUS yeast rescue 32%, EPAC1 ag 1%, aSyn yeast inh -6%, Abeta rescue 4%, WRN inhibitor -7% and EPAC1 antagonist 13%.
Cc1ccc(S(=O)(=O)N2CCN(c3nc(C(C)C)c4c(c3C#N)CC(C)(C)OC4)CC2)cc1 was read as IL2 activator -5.4, PLK1 PBD block -4%, FUS yeast rescue 36%, EPAC1 ag 12%, aSyn yeast inh 8%, Abeta rescue 2%, WRN inhibitor -6% and EPAC1 antagonist 4%.

Molecules above that have a CF3 group (two):
O=C(CCNS(=O)(=O)c1ccc(OC(F)(F)F)cc1)N1CCCC1 was read as IL2 activator -0.6, PI5P4K alpha inh 6, PLK1 PBD block -1%, FUS yeast rescue 2%, EPAC1 ag -5%, aSyn yeast inh -1%, Abeta rescue -2%, WRN inhibitor -1% and EPAC1 antagonist 10%.
`NC(=S)N/N=C/c1ccc(C(F)(F)F)cc1` gave IL2 activator 0.8, PI5P4K alpha inh -11, PLK1 PBD block 1%, EPAC1 ag -6%, aSyn yeast inh 1%, Abeta rescue -29%, WRN inhibitor -9% and EPAC1 antagonist 9%.
